GPR7 antagonist = human neuropeptides B/W receptor 1 antagonism | P48145 | GPR7-expressing cells, fluorescence antagonist assay | inhibition, % at 4.4 µM | actives 1.1% (n = 290,000) | AID 1861; in the data active means inhibition above about 16%, passing the limit was not always enough;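 further: cells stimulated with the agonist NPW; 0% = agonist with vehicle and 100% = vehicle without agonist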
CHO parental Ca = counter-screen for OX1R antagonists: effect in parental CHO cells | parental CHO-K1, ATP-induced calcium, Fluo-8 fluorescence | inhibition, % at 5.6 µM | actives 0.63% (n = 330,000);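 active means inhibition above that plate's mean sample inhibition plus 3 SD, cut at about 26% in these data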;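 further: 0% = ATP-challenged DMSO wells and 100% = DMSO wells without ATP; some compounds past the cut are filed as inactive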
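Test system: untransfected parental CHO cell line. Compound: one dose, 5.6 µM nominal. Detection: intracellular calcium via Fluo-8 no-wash fluorescent dye. Measure: % inhibition. Benchmarks: ATP-challenged DMSO wells low, unchallenged DMSO wells high.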
CHO-K1 Ca PAM = counter-screen for M1 PAMs: effect in parental CHO-K1 cells; ATP EC20, Fluo-8 calcium fluorescence; 0% at ATP EC20, 100% at ATP max; activation, % at 3 µM; actives 0.02% (n = 360,000);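 active means activation above the run cutoff, the mean activation of all test compounds plus 3 SD, cut at about 40% in these data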;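 further: peak over basal fluorescence ratio in a 140 s read after ATP addition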
TAAR1 antagonist = antagonists of human TAAR1; CHO RD-HGA16 TAAR1, Fluo-8 calcium fluorescence, antagonist; inhibition, % at 3 µM; AID 624466; Q96RJ0; actives 1.5% (n = 360,000);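 active means inhibition above a per-plate cutoff, the mean inhibition of test compounds on that plate plus 3 SD, cut at about 49% in these data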;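 further: 0% = DMSO plus EC80 beta-PEA response and 100% = DMSO alone without agonist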
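Test system: CHO RD-HGA16 cells bearing hTAAR1 | Reagent: β-PEA, EC80 | Compound dosing: 3 µM, single point | Schedule: Dye loading 75 min at 37 °C, then 30 min room temperature | Signal: Calcium fluorescence with Fluo-8 | Evaluation: Percent inhibition of PEA-evoked calcium signal, max/basal emission ratio | Control set: DMSO-only wells and EC80 β-PEA-stimulated wells | Repeats: Singlicate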
CHO-K1 Ca antag = counter-screen for M1 antagonists: effect in parental CHO-K1 cells | ATP-induced calcium, Fluo-8 fluorescence | AID 602250 | inhibition, % at 3 µM | actives 0.6% (n = 360,000);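 active means inhibition above a per-plate cutoff, the plate's mean sample inhibition plus 3 SD, cut at about 24% in these data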;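 further: 0% = DMSO plus EC80 ATP and 100% = DMSO alone without ATP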
M1 ag parental = nonselective activator or artifact in parental CHO-K1 cells | Fluo-8 calcium fluorescence; scaled to maximal ATP response, vehicle zero | activation, % at 3 µM | actives 0.48% (n = 360,000); in the data active means activation above about 15%;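 further: untransfected CHO-K1 host cells lacking M1 receptor as counterscreen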
OXTR potentiate = potentiates the human oxytocin receptor response | P30559 | CHO-OTR cells, Fluo-8 calcium fluorescence, potentiator mode; 0% = oxytocin EC15, 100% = EC100 | activation, % at 3 µM | actives 0.061% (n = 320,000);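 active means activation above that plate's cutoff, the mean activation of tested compounds plus 3 SD, cut at about 6.6% in these data, passing the limit was not always enough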;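 further: 100% uses oxytocin at 75 nM as the full agonist control; some results filed as inactive read as strong as hits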
Target sequence (P30559 whole entry, looked up): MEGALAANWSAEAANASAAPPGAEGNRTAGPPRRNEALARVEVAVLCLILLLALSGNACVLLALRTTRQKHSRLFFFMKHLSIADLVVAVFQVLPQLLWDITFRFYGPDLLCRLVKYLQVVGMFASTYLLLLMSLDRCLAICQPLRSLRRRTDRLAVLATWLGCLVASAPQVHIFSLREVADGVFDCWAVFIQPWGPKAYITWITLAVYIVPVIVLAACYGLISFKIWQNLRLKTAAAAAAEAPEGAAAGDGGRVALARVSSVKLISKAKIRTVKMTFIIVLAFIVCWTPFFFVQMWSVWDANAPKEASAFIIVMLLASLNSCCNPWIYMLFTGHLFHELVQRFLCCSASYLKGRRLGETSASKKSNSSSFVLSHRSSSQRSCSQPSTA
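Assay system: CHO cell line stably expressing human OTR. Reagent: EC15 oxytocin agonist. Dosing: single dose, 3.0 µM nominal final compound concentration. Timing: compound 6 min at room temperature before oxytocin, 100 s read. Signal: kinetic Fluo-8 calcium fluorescence. Controls: oxytocin EC15 low and EC100 high.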
V1R ag counter = V1a receptor agonism, counter-screen for OXTR agonists. activation, % at 3 µM. P37288. CHO-V1R cells, Fluo-8 calcium fluorescence, agonist mode; 0% DMSO, 100% 3 nM vasopressin. actives 0.25% (n = 320,000);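 active means activation above the mean activation of all tested compounds plus 3 SD, per screening run, cut at about 20% in these data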;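 further: signal is peak over basal fluorescence ratio across a 100 second FLIPR read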
Target sequence (P37288 whole entry, looked up): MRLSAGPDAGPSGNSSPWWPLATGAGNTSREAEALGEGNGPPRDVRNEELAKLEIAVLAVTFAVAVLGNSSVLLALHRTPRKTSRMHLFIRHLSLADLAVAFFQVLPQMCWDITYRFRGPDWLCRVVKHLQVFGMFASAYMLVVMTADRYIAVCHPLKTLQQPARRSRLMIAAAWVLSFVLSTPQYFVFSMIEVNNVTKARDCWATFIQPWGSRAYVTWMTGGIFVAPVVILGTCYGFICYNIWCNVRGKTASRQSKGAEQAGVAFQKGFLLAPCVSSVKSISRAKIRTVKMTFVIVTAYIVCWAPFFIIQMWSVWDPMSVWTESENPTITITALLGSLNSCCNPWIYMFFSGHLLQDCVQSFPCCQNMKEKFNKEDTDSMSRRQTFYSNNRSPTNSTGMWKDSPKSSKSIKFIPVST
OXTR ag = agonists of human oxytocin receptor. P30559. CHO-OTR cells, Fluo-8 calcium fluorescence; normalized: DMSO 0%, oxytocin 100%. activation, % at 3 µM. actives 0.32% (n = 320,000). AID 2435;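 active means activation above the mean of all tested compounds plus 3 SD, cutoff set per screening run, cut at about 20% in these data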;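 further: peak over basal fluorescence ratio from a 100 s FLIPR kinetic read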
The depositor's hits bear a star; x = not tested or not shown.

structure	CHO parental Ca	OXTR ag	V1R ag counter	M1 ag parental	OXTR potentiate	CHO-K1 Ca PAM	GPR7 antagonist	CHO-K1 Ca antag	TAAR1 antagonist
Cc1ccc(C)c(N2CCN(C(=O)CCCN3C(=S)NC(C)(C)CC3C)CC2)c1 (stereo not drawn)	-7	9.5	8.9	8.6	-21	11	-14	-5	-9
O=C(CSc1ncnc2c1oc1ccccc12)c1cccs1	-13	1.3	1.2	0.7	-8	18	6	-16	14
COc1ccc([N+](=O)[O-])cc1NC(=O)C(C)OC(=O)CC1CCCC1 (stereo not drawn)	-11	-1.7	-0.5	-0.8	-3	-5	x	2	-12
CCCCNC(=S)NCCN1CCN(C(=S)NCCCC)CC1	-14	2.7	2.2	0.3	3	-10	-6	-11	-24
Cc1ccc([N+](=O)[O-])cc1N(CC(=O)NCC1CCCO1)S(C)(=O)=O (stereo not drawn)	8	0.2	0.7	0.4	-12	10	-2	-13	4
CSc1ncccc1C(=O)OCC(=O)NC(N)=O	-1	1.4	1.2	0.0	-4	15	-8	-4	-4
CCOC(=O)C1=C(C)NC(=O)NC1c1ccc(OC(C)C(=O)O)c(OC)c1 (stereo not drawn)	-3	1.3	1.0	0.2	-3	16	-8	-11	9
CC(C)CCN(C(=O)CCSc1ccc(F)cc1)c1c(N)n(Cc2ccccc2)c(=O)[nH]c1=O	-4	0.1	-0.8	0.4	-10	11	x	-10	-17
COCCNC(=O)C1CCC(=O)N(c2ccc(OC)cc2)C1c1ccc(OC)c(OC)c1 (stereo not drawn)	-5	0.7	0.5	1.0	-7	15	5	-13	3
CCc1c(C)c(C#N)c2nc3ccccc3n2c1NCCN(C)C	-7	-0.7	1.0	0.6	-2	16	-7	-4	21
CCOc1ccc2nc(SCC(=O)NCc3ccc(OC)c(OC)c3)[nH]c2c1	-18	-2.1	-0.7	-0.2	1	16	-6	-6	-23
COc1ccc(Cc2cnc(N)s2)cc1	-2	0.1	0.6	1.3	2	16	2	-15	11
Cc1cc(C)c2c(n1)SCC(=O)N2CC(=O)Nc1ccc(C)c(C)c1	-19	0.8	0.5	-0.4	-8	-4	-1	1	-11
O=C(CNC(=O)c1cccc(Br)c1)N/N=C/c1cn[nH]c1-c1ccccc1	-17	-0.5	0.2	0.4	-7	23	-2	-4	15
CC(=O)Nc1ccccc1OC(=O)N1CCOCC1	-14	-0.4	1.9	-0.6	-5	-12	-7	6	-6
NNC(=S)Nc1ccc(S(=O)(=O)N2CCOCC2)cc1	-9	-0.3	-0.5	-0.3	-3	1	-3	-14	-2
O=C(COC(=O)c1c[nH]c(=O)[nH]c1=O)Nc1cccc([N+](=O)[O-])c1	-5	1.3	-0.7	0.9	-1	16	x	-18	14
O=C(/N=C1\NC(=O)C(F)(C(F)(F)F)S1)NC1CCCCC1 (stereo not drawn)	-11	-0.4	0.3	-0.3	-8	8	x	0	2
CSc1ccc(Cn2c(C)c(C(=O)NCc3ccc4c(c3)OCCO4)sc2=O)cc1	x	x	x	2.4	x	0	x	9	27
Cc1cccc2c(C(=O)Nc3ccc(Br)cc3)cc(-c3ccccn3)nc12	-5	-0.5	0.6	0.0	-5	13	6	-1	-26
CCC(C)(C)NC(=O)C(c1ccco1)N(C(=O)c1csnn1)c1cccc(F)c1 (stereo not drawn)	-7	-1.9	-1.9	-0.5	-3	0	7	5	3
COc1ccc(N2CCN(C(=O)COc3ncnc4ccccc34)CC2)cc1	-5	0.3	0.7	0.8	4	3	-9	-9	-17
COc1ccc(C(=O)CSc2nnc(NC(=O)C3CC(=O)N(c4cccc(OC)c4)C3)s2)cc1 (stereo not drawn)	-2	0.2	0.4	-0.1	-7	0	-3	8	7
Cc1ccc(CNC(=O)C2CCN(S(=O)(=O)N3CCOCC3)CC2)cc1	-15	0.2	0.1	1.6	-6	34	-12	-22	1
Cc1cccc(C(=O)NNC(=O)c2cccc(C)c2)c1	-11	0.5	1.2	-0.2	-5	2	-2	6	-9
Cc1cc(C)c2c(=O)[nH]c(SCC(=O)Nc3ccc(N(C)C)cc3)nc2n1	-10	-0.4	0.0	0.4	2	4	0	-16	-11
O=[N+]([O-])c1cc(S(=O)(=O)c2ccc(N3CCCCC3)c([N+](=O)[O-])c2)ccc1N1CCCCC1	-12	-1.4	-0.8	0.8	-9	14	-2	-10	-25
Cn1c(=O)oc2cc(S(=O)(=O)Nc3ccccc3O)ccc21	x	x	x	0.7	x	8	-3	-4	-5
CC(/C=C(\NC(=O)c1ccccc1)C(=O)N=Nc1c(O)[nH]c2ccc(C)cc12)=C\c1ccccc1	-19	-0.8	0.6	2.4	-13	16	-3	3	65*
CCOC(=O)c1cc(-c2ccc(F)cc2)nc2c1c(=O)[nH]c(=O)n2Cc1ccccc1	-1	-0.4	0.0	-0.1	5	7	3	-5	8
COc1ccccc1/C=N/NC(=O)CC(=O)NCCc1ccccc1	-11	-0.4	1.2	0.7	-1	8	x	-4	-6
NNC(=O)c1c[nH]c2ccc(OCc3ccccc3)cc12	-5	-0.1	1.0	0.6	-7	16	x	-2	-17
CCN(CC)c1ccc(/C=N/NC(=O)Nc2ccccc2)cc1	-21	-2.4	0.4	0.8	-15	20	-28	-19	14
CCOC(=O)N1CCN(CC(O)COCc2ccc(Cl)cc2)CC1 (stereo not drawn)	x	x	x	0.7	x	15	5	-13	-4
COc1cccc(NC(=O)C2CCN(S(=O)(=O)c3ccccc3)CC2)c1	-7	2.4	5.7	3.6	-1	-7	-7	7	-14
CC(=O)NC(C)(c1ccccc1)c1nc(-c2ccc(F)c(Cl)c2)cs1 (stereo not drawn)	x	x	x	0.5	x	-8	x	8	2
O=C(O)CSCC(=O)N1CCc2c([nH]c3ccccc23)C1C(F)(F)F (stereo not drawn)	7	0.7	0.7	0.8	-8	12	7	-8	2
CC(C)NC(=O)c1ccc(-c2cccc(C(F)(F)F)c2)o1	-30	-2.5	-1.8	-0.4	-1	20	-4	-6	12
COc1cc(NC(=O)c2ccccc2)c(OC)cc1NC(C)=O	-9	-0.5	-0.4	0.6	-22	-3	-15	-8	-1
O=C(Nc1cc(N2CCOCC2)ncn1)Nc1cccc2ccccc12	-1	0.9	0.6	0.5	-7	10	-3	-19	39
CC(C)C[C@@H](CN(N=O)[C@@H](Cc1ccccc1)CN(C)N=O)N(CCc1ccccc1)N=O	-31	-0.9	-0.5	-0.2	-8	10	-18	-10	10
Cc1cc(C)cc(NC(=O)Nc2ccc(-n3ccc(C(F)(F)F)n3)cc2)c1	40*	4.0	4.8	3.1	-17	-13	9	14	32
CCn1c(-c2ccc(OC)c(OC)c2)n[nH]c1=S	-3	1.3	1.1	1.4	-3	13	-12	-22	4
COc1ccc(NC(=O)c2cccc(N3C(=O)c4cccc([N+](=O)[O-])c4C3=O)c2)cc1	0	0.1	0.5	0.1	3	11	-3	17	-3
Cc1ccc(NC(=O)CCC(=O)NNC(=O)c2ccccc2Cl)c(C)c1	-4	-1.2	-1.3	0.3	-6	23	-3	-18	-28
COc1ccccc1NC(=O)N(Cc1ccco1)Cc1cc2c(C)ccc(C)c2[nH]c1=O	x	x	x	0.3	x	5	-2	-3	-19
O=C(NC1CCSc2ccccc21)c1cccc(OC(F)F)c1 (stereo not drawn)	-14	-1.1	0.1	1.9	-11	-8	18	-23	6
O=C(NNc1nc2cc3c(cc2s1)OCCO3)c1ccccc1	-9	0.9	1.6	2.1	-6	25	-10	-20	13
Cc1ccc(C(=O)Cn2cnc3ccccc3c2=O)cc1	-2	-1.6	-0.7	0.3	-5	30	-17	-16	-11
Cc1cc(NC(=O)c2cccc(S(=O)(=O)N3CCCCCC3)c2)n(-c2ccccn2)n1	-19	0.1	-0.1	0.2	-8	-4	-13	4	2
Nc1nonc1-n1nnc(C(=O)N/N=C/c2cccc(O)c2)c1CN1CCCC1	x	x	x	-0.4	x	-20	0	6	0
CCN(Cc1cc2cccc(C)c2[nH]c1=O)C(=O)c1ccccc1OC	-21	0.9	1.0	0.2	-6	9	x	1	8

Arranged by the number under OXTR potentiate (low to high): 3 of the compounds above
compound,OXTR potentiate
NNC(=S)Nc1ccc(S(=O)(=O)N2CCOCC2)cc1,-3
COc1cccc(NC(=O)C2CCN(S(=O)(=O)c3ccccc3)CC2)c1,-1
COc1ccc(Cc2cnc(N)s2)cc1,2

Ordered by SMILES length (lowest first): part of the list above.
structure	CHO parental Ca	OXTR ag	V1R ag counter	M1 ag parental	OXTR potentiate	CHO-K1 Ca PAM	GPR7 antagonist	CHO-K1 Ca antag	TAAR1 antagonist
O=C(NNc1nc2cc3c(cc2s1)OCCO3)c1ccccc1	-9	0.9	1.6	2.1	-6	25	-10	-20	13
CC(=O)NC(C)(c1ccccc1)c1nc(-c2ccc(F)c(Cl)c2)cs1 (stereo not drawn)	x	x	x	0.5	x	-8	x	8	2
CC(C)C[C@@H](CN(N=O)[C@@H](Cc1ccccc1)CN(C)N=O)N(CCc1ccccc1)N=O	-31	-0.9	-0.5	-0.2	-8	10	-18	-10	10

Screening data deposited in PubChem BioAssay by The Scripps Research Institute Molecular Screening Center.
